Source: PubChem BioAssay (several laboratories)
HTR2A ag = mouse Htr2a agonists via beta-arrestin recruitment, primary screen, cell-based, luminescence | activation, % at 7.6 µM | 5-hydroxytryptamine receptor 2A (Mus musculus), P35363 | CHO-K1 mHTR2A beta-arrestin complementation; percent of 30 µM serotonin response | AID 624169, 2012 | 360,000 compounds, 0.66% hits;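 active = activation above a run cutoff, the mean activation of all tested compounds plus 3 SD, cut at about 14% in these data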;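 also: 0% = plate median of compound wells and 100% = 30 µM serotonin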
TRPM1 prom inh = inhibitors of MITF-dependent TRPM1 promoter reporter, primary screen, cell-based, SK-MEL-5, single point, luciferase; 330,000 compounds, 0.83% hits; AID 488899, 2010; inhibition, % at 12.5 µM; SK-MEL-5 TRPM1 promoter luciferase, 24 h;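 active = mean inhibition across replicates of 60% or more, whatever share of single replicates reaches that level; inconclusive = some that reach 60%, reason not given; inactive = mean inhibition across replicates below 60%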; also: values of inactives mirror those of a sister screen read the other way
Shn3 3UTR inh = reduction of Shn3 3'UTR firefly luciferase signal, primary screen, Schnurri-3 inhibitor project, cell-based, Clone20 osteoblasts, set 2; inhibition, % at 12.5 µM; 360,000 compounds, 0.52% hits; Clone20 osteoblast Shn3 3'UTR firefly luciferase, 24 h;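 active = mean inhibition of at least 75% with every replicate also reaching 75%; inconclusive = mean inhibition at least 75% but some replicate below; inactive = mean inhibition below 75%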;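 also: 0% = median of neutral control wells and 100% = pilot-screen positive control compound; some compounds past the cut are filed as inactive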
CaV13 FRET inh = Disruptors of the CACNA1D IQ motif to Ca2+-dependent inactivation inhibitor domain association, primary screening, Förster resonance energy transfer in intact living …; HEK cells, CFP/YFP FRET ICDI-IQ, plate reader, 10 min; percent FRET-ratio fall versus neutral wells; inhibition, % at 12.3 µM; 340,000 compounds, 0.098% hits;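 active = mean replicate inhibition of at least 30% and at least 1% of replicates passing that level; inconclusive = only one of the two criteria is met; inactive = neither criterion is met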;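 also: 0% = median of the neutral control wells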
Cardio protect = cardioprotection against H2O2-induced cell death, primary screen, uHTS, H9c2 cells, ATPLite luminescence; H9c2 cardiomyocytes, H2O2 injury protection, 2 h; protection from H2O2 cell death, % at 20 µM; 360,000 compounds, 0.63% hits; AID 588492, 2011;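 active = compounds giving at least 50% protection of heart cells from peroxide-induced death in the single-dose screen, raw or plate-pattern-corrected value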;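 also: 0% = DMSO wells with peroxide and 100% = DMSO wells without peroxide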
PDI turbidity = inhibitors of human PDI, primary screen, biochemical, turbidity, single point, plate reader | PDI insulin aggregation turbidity, A650, 90 min | inhibition, % at 10 µM | 350,000 compounds, 0.052% hits | AID 588391, 2011;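 active = mean inhibition across replicates of 30% or more, whatever share of single replicates reach that level; inconclusive = mean inhibition below 30% while every single replicate reaches 30%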;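 also: absorbance from insulin aggregation driven by PDI reduction with DTT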
Target sequence (P07237 whole entry, looked up): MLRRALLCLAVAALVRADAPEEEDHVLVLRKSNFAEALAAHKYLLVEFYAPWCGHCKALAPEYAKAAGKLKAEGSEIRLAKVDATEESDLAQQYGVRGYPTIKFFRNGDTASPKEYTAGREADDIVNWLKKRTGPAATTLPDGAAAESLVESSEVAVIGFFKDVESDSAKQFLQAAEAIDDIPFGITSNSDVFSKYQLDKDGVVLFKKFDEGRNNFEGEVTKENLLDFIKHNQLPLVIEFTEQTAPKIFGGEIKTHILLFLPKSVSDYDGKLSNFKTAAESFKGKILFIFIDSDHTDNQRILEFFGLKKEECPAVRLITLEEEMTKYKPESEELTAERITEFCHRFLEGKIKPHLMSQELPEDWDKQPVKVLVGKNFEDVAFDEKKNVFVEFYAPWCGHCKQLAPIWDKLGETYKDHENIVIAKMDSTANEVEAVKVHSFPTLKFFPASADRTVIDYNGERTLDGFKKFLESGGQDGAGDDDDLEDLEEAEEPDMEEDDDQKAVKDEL
Peg3 promoter = Peg3 promoter-driven luciferase inhibitors, primary screen, cell-based, HeLa, luciferase luminescence. HeLa PEG-Prom luciferase reporter, overnight. inhibition, % at 20 µM. 360,000 compounds, 1.7% hits;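 active = inhibition of at least 50% at 20 µM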
iPSC survival up = enhancers of single-cell hiPSC survival, primary screen, ATPlite luminescence; 100% = ROCK inhibitor wells, 0% = DMSO; survival enhancement, % at 20 µM; 360,000 compounds, 0.044% hits; AID 602274, 2012; in the data active = survival enhancement above about 18%;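 also: cells exposed to compounds for 16 hours before the ATP read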
NR2E3 ag-1 = NR2E3 agonists in two-hybrid cells, primary screen, cell-based, luminescence, CHO-S, Gal4-NCOR/VP16-NR2E3; inhibition of corepressor binding, % at 3.98 µM; 360,000 compounds, 0.35% hits; AID 602229, 2012; Photoreceptor-specific nuclear receptor (Homo sapiens), Q9Y5X4; luciferase;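 active = inhibition above the mean of all tested compounds plus 3 SD, cut at about 70% in these data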;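 also: 0% = DMSO with NR2E3 transfected cells and 100% = cells lacking NR2E3 construct; higher means lower luciferase signal from less NR2E3 corepressor binding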
Target sequence (Q9Y5X4 whole entry, looked up, the tested form may be a part): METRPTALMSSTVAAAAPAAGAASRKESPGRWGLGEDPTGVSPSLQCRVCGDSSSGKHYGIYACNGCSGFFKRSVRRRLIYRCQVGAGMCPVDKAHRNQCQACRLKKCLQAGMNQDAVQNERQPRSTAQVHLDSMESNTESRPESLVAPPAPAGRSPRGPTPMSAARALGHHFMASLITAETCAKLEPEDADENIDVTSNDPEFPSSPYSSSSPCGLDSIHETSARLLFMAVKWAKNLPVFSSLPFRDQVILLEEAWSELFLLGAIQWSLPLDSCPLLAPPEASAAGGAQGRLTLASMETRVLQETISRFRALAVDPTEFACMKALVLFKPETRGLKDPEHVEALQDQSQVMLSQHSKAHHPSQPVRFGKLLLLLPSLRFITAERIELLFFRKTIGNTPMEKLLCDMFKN
NR2E3 ag-2 = inhibitors of NR2E3-RetCOR corepressor binding, primary screen, NR2E3 agonist project, biochemical, TR-FRET, GST-NR2E3, biotin-RetCOR | 1536-well | inhibition of corepressor binding, % at 4.78 µM | 320,000 compounds, 0.12% hits | AID 2300, 2010;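 active = percent inhibition above the cutoff of mean plus 3 SD of all tested compounds, set per screening campaign, cut at about 20% in these data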;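 also: 0% = DMSO wells and 100% = biotin wells as full block of FRET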
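Format: 1536-well format; test system: GST-NR2E3 and biotin-RetCOR proteins; read-out basis: percent inhibition of TR-FRET ratio; timing: 5 h incubation at 4 °C; detection: time-resolved FRET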
HIF-2a inh = HIF-2a reporter inhibitors, primary screen, luminescence, 786-0 RCC cells; AID 624352, 2012; inhibition, % at 18.8 µM; 360,000 compounds, 0.72% hits; 786-0 RCC cells HIF-2a reporter, luciferase luminescence, overnight;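 active = inhibition of the luminescence signal of 40% or more relative to plate controls, in a single-dose primary screen at 18.75 µM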
An asterisk follows results filed as active; u = inconclusive; x = no result given.

Every second line gives: HTR2A ag	TRPM1 prom inh	Shn3 3UTR inh	CaV13 FRET inh	Cardio protect	PDI turbidity	Peg3 promoter	iPSC survival up	NR2E3 ag-1	NR2E3 ag-2	HIF-2a inh
O=C(C1=C[C@@H](c2ccc(Br)cc2)C[C@@H](OCCCCO)O1)N1CCN(Cc2ccccc2)CC1
 : -7.0	32.2	16.7	9.4	-2.9	2.0	10.2	-1.1	2.2	3.3	19.7
CSc1nc2sc3c(c2c2nnnn12)CCCC3
 : 0.9	-17.5	-18.1	-3.9	-5.1	-6.6	-37.6	0.8	-2.5	1.9	-16.7
O=C(NC(=S)Nn1cnc2c(cnn2-c2ccccc2)c1=O)c1ccccc1
 : -3.7	-4.6	6.8	-3.6	0.6	-19.7	-6.4	1.0	-26.4	-0.2	-6.0
CC1CC(=O)Nc2ccccc2N1S(=O)(=O)c1ccc(Cl)cc1 (stereo not given)
 : 7.3	1.5	-5.2	-3.7	-0.4	-3.9	14.7	-0.1	-19.7	-3.2	18.4
COc1cccc(C2=CC(c3cc(OC)ccc3OC)n3nnnc3N2)c1 (stereo not given)
 : -4.4	8.2	1.6	x	-5.6	-1.0	1.8	-2.7	-57.2	0.8	-20.2
Cc1nn(CC(=O)OCC(=O)NC(C)c2ccccc2)c(C)c1[N+](=O)[O-] (stereo not given)
 : 2.1	1.2	2.5	15.3	5.7	-5.2	-6.2	4.7	16.0	0.9	11.0
C=CCn1c(CCNC(=O)c2cccs2)nnc1SCC(=O)Nc1cccc(F)c1
 : -1.4	4.4	-7.2	-10.9	-0.6	0.8	4.6	-1.2	-7.7	0.6	3.4
Nc1nnc(SCCCOc2ccc(F)cc2)s1
 : -7.3	-17.1	-5.1	-6.4	-2.8	-7.5	-41.3	0.1	-23.3	1.2	-61.6
CCCC1SCC(C)(C)NC1=O (stereo not given)
 : 1.2	5.7	0.4	-2.4	3.5	-4.5	-0.3	-2.4	-12.7	x	-0.6
C/C(=N\OC(=O)c1ccc(F)cc1)c1nccs1
 : 0.8	0.5	1.1	-8.5	-11.4	-1.9	7.2	2.1	-15.2	4.5	-59.2
CCc1nc2c(OCc3ccccc3)cccn2c1N(C)C(=O)c1ccco1
 : 3.3	x	14.9	-4.5	2.1	-10.8	11.6	-2.1	15.7	x	12.2
COc1cccc2sc(NN)nc12
 : -2.2	11.0	-25.0	-18.0	-0.5	2.5	-13.1	0.3	-76.5	-1.4	-41.2
Cc1ccc(NCC(=O)c2ccc([N+](=O)[O-])cc2)cc1
 : -1.8	-14.7	7.7	x	0.7	1.4	-118.8	-0.6	-82.0	1.1	-145.8
Nc1cc(C(=O)c2ccccc2)ccc1N1CCOCC1
 : 0.6	-45.2	-5.8	-5.1	-0.5	-18.0	-105.5	-0.4	-56.2	-4.5	-152.7
COc1cc(NC(C(=O)Nc2cccc(C(C)=O)c2)c2ccccc2)cc(OC)c1OC (stereo not given)
 : 0.5	2.1	13.8	-6.2	5.4	-44.5	-5.4	-0.7	49.0	-2.2	-11.8
Cc1ccccc1NC(=O)c1ccccc1
 : -1.1	-2.6	-33.1	-4.3	2.3	0.4	-19.9	-2.4	-34.4	-0.3	-23.0
CCc1c(C)nc2ncnn2c1N1CCCC(C(=O)NCCc2ccccc2)C1 (stereo not given)
 : -0.2	-13.7	-5.3	-4.2	0.7	1.1	-6.9	5.3	-27.4	0.9	-79.1
COc1ccc(OC)c(C2=NO[C@@](CC(=O)O)(C(=O)Nc3ccc4c(c3)OCCO4)C2)c1
 : 0.0	12.0	-13.7	-18.8	2.4	11.2	13.3	-0.2	21.3	-0.2	1.3
Cc1cc(C)cc(N(C(=O)c2csnn2)C(C(=O)NC(C)(C)C)c2cccs2)c1 (stereo not given)
 : 0.0	3.1	-7.4	x	2.4	10.5	7.5	-2.7	2.6	-2.6	-2.7
CCOC(=O)[C@]12CCC=C1N(Cc1ccc(Cl)cc1Cl)C(=O)[C@H](CC(=O)N1CCSCC1)C2
 : -2.2	x	x	-2.1	x	x	x	1.6	8.6	x	-2.3
CC1(C(=O)NS(=O)(=O)C2CC2)CCN(C(=O)c2ccc(F)cc2Cl)C1 (stereo not given)
 : 9.9	x	10.3	-14.4	8.9	-24.1	16.5	1.9	20.6	x	-2.6
CS(=O)(=O)c1ccc(C(=O)OCC(=O)Nc2cccnc2Cl)cc1[N+](=O)[O-]
 : 1.6	27.3	94.4*	x	-11.8	-4.6	24.0	-2.3	7.0	x	-0.5
O=C(CNc1cccc(C(F)(F)F)c1)N/N=C/c1cccc(Br)c1
 : 4.9	8.0	33.5	-19.1	-11.5	-0.4	5.2	-2.3	-23.4	1.6	-16.6
O=C(CCNC(=O)C1CCN(S(=O)(=O)c2ccccc2)CC1)NCc1ccccn1
 : -1.4	-12.3	-15.1	-1.9	-2.2	-5.4	-1.6	-0.4	-6.8	3.7	4.0
CCOC(=O)C1(C)CCN1C(=O)c1ccc(C#N)cc1 (stereo not given)
 : 0.1	x	0.2	-7.6	2.0	-0.4	-8.0	-2.8	-6.5	x	3.5
O=C(NNC(=O)c1cc(-c2ccncc2)nc2ccccc12)c1cccc(Cl)c1
 : 2.5	6.5	1.0	-6.5	11.2	-1.6	-31.3	-0.5	-17.3	-0.8	-58.8
COc1ccc([N+](=O)[O-])cc1NCC(=O)Nc1cccc(S(=O)(=O)N2CCCC2)c1
 : -10.8	-0.8	10.4	-5.0	3.6	-2.3	25.0	-0.4	0.4	x	-9.2
Cc1c(OC(C)C(=O)NCCCN2CCCC2=O)ccc2c3c(c(=O)oc12)CCCC3 (stereo not given)
 : -1.2	-0.9	8.6	-5.9	0.6	-3.3	-13.7	-0.1	3.6	-3.1	-0.8
COc1ccc(-n2c(CCc3ccccc3)nnc2SCC(=O)c2ccc(Cl)cc2)cc1
 : 0.1	12.5	9.0	-5.3	18.0	4.9	16.3	-2.2	-2.6	-1.4	29.1
CCCCN(CC)C(=O)c1cc2c(=O)[nH]c3ccc(C)cc3c2s1
 : -2.4	-11.9	13.6	-3.4	-0.5	-4.1	16.6	-0.3	-15.8	x	-15.0
CC(C)(C)NS(=O)(=O)c1ccc(OCC(=O)NCc2ccco2)cc1
 : -0.2	-8.8	-15.5	-1.5	6.4	-1.0	7.5	-0.2	-59.7	2.2	9.7
COc1ccc(CCC(=O)N(C)CC(=O)Nc2ccc(Cl)c(C(F)(F)F)c2)cc1
 : -6.9	-5.2	8.6	-6.0	-10.6	-4.5	27.6	0.4	25.2	3.3	4.8
CCn1c(=O)c([N+](=O)[O-])c(N2CCOCC2)c2ccccc21
 : -4.2	-0.6	18.4	-5.0	2.6	10.3	19.4	5.3	-2.5	0.9	15.6
O=C(C[n+]1cccc(CO)c1)Nc1nc2ccccc2s1
 : -3.5	3.2	21.4	-5.3	-3.9	-2.4	-8.3	-1.5	-5.1	-0.9	5.3
Cc1occc1C(=O)Nc1c(F)cc(F)cc1Br
 : -0.3	2.3	12.7	-7.5	3.7	5.1	5.1	-0.5	5.5	3.5	5.7
NC(=NCCc1c[nH]c2ccccc12)NS(=O)(=O)c1ccc(F)cc1
 : -5.7	11.6	27.3	-3.7	-12.2	2.9	18.4	1.7	18.1	-1.8	10.6
NNC(=O)Cn1nc(-c2ccccc2)c2ccccc2c1=O
 : 1.4	3.4	-24.5	-18.8	1.2	-2.3	3.7	0.5	-0.7	x	-1.6
Cc1ccccc1-c1cccc([C@@H]2C[C@H]3C(CN2)CON3C)c1 (stereo not given in full)
 : 8.8	-5.3	8.2	-10.4	17.8	-1.5	-3.6	0.3	-13.8	x	0.8
CCOC(=O)c1ccc(CNC(=O)C2CCCCC2C(=O)OCC(F)(F)F)o1 (stereo not given)
 : 1.6	-14.6	-0.7	-4.6	7.9	2.8	-0.9	2.5	-25.1	2.5	18.5
COc1cccc(NC(=S)/C(=C(\[O-])c2ccc(C)c([N+](=O)[O-])c2)[n+]2ccccc2)c1
 : 2.6	-13.1	-33.0	-3.2	-1.2	-0.3	-54.8	-2.0	-50.5	1.9	-98.1
O=C(O)c1ccccc1-c1ccccc1C(=O)Nc1cccc(Br)c1
 : 2.9	4.6	-12.9	-7.3	-6.0	3.3	19.2	1.1	-22.1	0.7	23.1
O=C1CCN1C1(C(=O)NC2CCCCC2)CCCC1
 : 2.8	-10.7	-4.1	-4.1	5.4	-1.4	-3.4	-0.3	-4.6	1.2	19.4
O=c1c2ccccc2n2cnnc2n1-c1ccccc1
 : -3.3	-10.8	6.8	-7.1	1.8	-2.7	21.9	-2.8	-9.6	0.5	8.2
CCNc1nc(C#N)nc2c1ncn2-c1cc(F)cc(F)c1
 : 3.9	1.3	-5.4	-9.8	-12.6	-3.7	-7.1	3.2	0.6	5.7	-21.9
COC(=O)c1sc(NC(=O)c2ccco2)nc1C
 : -5.2	-17.3	-43.1	x	4.5	-1.4	-110.7	2.6	-44.2	0.6	-120.9
O=C1[C@@H]2CSCN2C(=O)CN1Cc1cccc(C(F)(F)F)c1
 : -0.1	12.2	-14.3	-4.9	-1.0	7.5	-1.0	0.6	6.3	-2.5	3.9
O=C(NCCc1csc(-c2cccnc2)n1)c1cccc2ccccc12
 : -3.3	-6.2	-25.4	-5.0	-2.7	x	6.0	0.5	-7.5	2.0	-5.2
COc1ccc(NC(=O)COc2ccc(N(C)S(=O)(=O)c3ccc(Cl)cc3)cc2)cc1OC
 : 3.1	41.1	u	-6.8	-15.0	3.0	24.3	0.8	8.3	0.8	12.4
CCOC(=O)C1=C[C@@H](C(C)(C)C)N(S(=O)(=O)c2ccc(C)cc2)[C@H]1c1ccc(OC)cc1
 : -2.2	x	14.2	x	-5.4	x	22.7	1.1	18.6	x	5.4
O=C(CSc1oc(-c2ccc(F)cc2)nc1S(=O)(=O)c1ccccc1)NCC1CCCO1 (stereo not given)
 : 3.9	8.1	29.2	-4.0	-4.2	-2.3	13.9	-2.0	-9.3	-2.3	6.5
C=CCOc1ccc(C2=NOC(C(=O)Nc3ccc4c(c3)OCCO4)C2)cc1OC (stereo not given)
 : 3.5	-7.3	19.0	-3.8	-4.9	-6.5	21.0	1.0	-50.1	-0.3	14.5
